Screening results (PubChem BioAssay)
SIAH1 antagonists – blockers of Siah-1 interaction with plectin peptide – biochemical, fluorescence polarization, rhodamine-plectin, uHTS, primary screen (AID 1817); one-dose displacement, % at 20 µM; IC50 in µM for titrated hits; Siah-1 / rhodamine-plectin peptide fluorescence polarization; higher % means a stronger effect; 290,000 tested, 0.02% active;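 active = displacement of at least 50% at 20 µM, with a fluorescence ratio check between 0.3 and a set limit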;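 note: plate controls were Siah plus tracer with DMSO for no effect and tracer alone without Siah for full effect; strong numbers were not always called active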
Myeloid diff 2 – promotes myeloid progenitor differentiation; calls only at 10 µM; 360,000 tested, 1% active; ER-HoxA9 myeloid progenitors, lysozyme-GFP differentiation, flow cytometry;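 active = normalized GFP-positive differentiation at or above the plate's own cutoff, the solvent-only control mean plus 3 SD; inconclusive = no clear call, values can overlap the other calls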;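 note: cells exposed to compound for four days before flow analysis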
LYP inhibition – PTPN22 lymphoid phosphatase activity blockers – biochemical, fluorescence intensity, uHTS (AID 1779) | recombinant LYP phosphatase, fluorescence intensity; higher % means a stronger effect | inhibition, % at 11.5 µM; hits with a dose series show IC50 in µM | 290,000 tested, 0.054% active;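 note: plate controls were vehicle with enzyme for no effect and no enzyme for full effect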
NOD1 inhibition – inhibition of NOD1-driven NF-kB reporter – cell-based, luminescence, uHTS, primary screen (AID 1578) | one-dose inhibition, % at 4 µM; EC50 in µM for titrated hits | NOD1-driven NF-kB luciferase reporter cells, luminescence; higher % means a stronger effect | 290,000 tested, 1% active; in the data active = inhibition mostly above about 36%, no sharp cut-off; inactive = mostly below about 34%;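 note: HEK-293T reporter cells stimulated with the NOD1 agonist gamma-tri-DAP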
PhoP inhibition – inhibitors of PhoP regulon expression, primary screen, Salmonella Typhimurium, GFP reporter (AID 1863). S. Typhimurium PhoP-regulated promoter GFP reporter, 4 h; higher % means a stronger effect. inhibition, % at 50 µM, or IC50 in µM where a hit was titrated. 300,000 tested, 0.16% active;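 active = inhibition over 29.93%, a cutoff 3 SD above the screen mean, later confirmed by dose response; inconclusive = inhibition over 29.93% but no dose response follow-up; inactive = inhibition at most 29.93% or unconfirmed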;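 note: 0% = low Mg2+ inducing control and 100% = high Mg2+ repressing control; strong numbers were not always called active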
KOR beta-arrestin-1 – kappa opioid receptor blockers – cell-based, luminescence, uHTS (AID 1778); KOR beta-arrestin recruitment, luminescence, antagonist mode; higher % means a stronger effect; inhibition, % at 10 µM; hits with a dose series show IC50 in µM; 290,000 tested, 0.091% active; note: strong numbers were not always called active
HEK293 NOD2/NF-kB – NOD2 signaling inhibitors, cell-based, luminescence, uHTS, HEK293 (AID 1566). HEK293 NOD2/NF-kB luciferase reporter, luminescence; higher % means a stronger effect. one-dose inhibition, % at 4 µM; EC50 in µM for titrated hits. 290,000 tested, 0.63% active; note: many of its hits are not listed in these tables
HIV fusion peptide – cell-free HIV fusion peptide-binding blockers – biochemical, uHTS, fluorescence dequenching, primary screen (AID 1986); cell-free peptide binding, fluorescence dequenching, 30 min; higher % means a stronger effect; inhibition, % at 20 µM; hits with a dose series show IC50 in µM; 290,000 tested, 0.3% active; in the data active = inhibition mostly above about 52%, no sharp cut-off; inactive = mostly below about 76%; note: some results filed as inactive read as strong as hits
KOR beta-arrestin-2 – kappa opioid receptor activators – cell-based, luminescence, uHTS, primary screen (AID 1777). KOR beta-arrestin recruitment, luminescence; higher % means a stronger effect. one-dose activation, % at 10 µM; EC50 in µM for titrated hits. 280,000 tested, 0.02% active; in the data active = activation above about 50%, passing the limit was not always enough; note: a part of the inactive calls stands beside numbers as strong as those of hits
Myeloid diff 2 GFP+ MAC1+ % – second read-out of Myeloid diff 2, no call of its own (marks repeat the call); GFP+ MAC1+ double positive, %; measured here: differentiation confirmed by MAC1 staining
The depositor's hits bear a star; i = inactive; ? = inconclusive; nt = not tested or not shown; + = active, no number; [ ] = another dose, or the depositor's remark. Cut-off read from the data, not from the text of the source, unless noted: active = inhibition above about 50%; inactive = the rest.

Start of the listing, in advance, 5 compounds:
SMILES	SIAH1 antagonists	Myeloid diff 2	Myeloid diff 2 GFP+ MAC1+ %	LYP inhibition	NOD1 inhibition	PhoP inhibition	KOR beta-arrestin-1	HEK293 NOD2/NF-kB	HIV fusion peptide	KOR beta-arrestin-2
O=c1[nH]c(=S)n(C2CC2)c(O)c1C=NCCc1ccccc1	4%	nt	nt	-1%	-9%	-12%	14%	-4%	3.2%	3.9%
O=c1c2ccccc2nc(-c2ccco2)n1-c1ccccc1	-4%	i	0.3	-9%	36%	-8%	-5%	13%	-0.7%	-1.0%
COC(=O)C(C)NC(=S)N1CC2C[C@@H](C1)Cn1c2cccc1=O (some centres undefined)	3%	i	0.2	-10%	-10%	nt	-7%	15%	1.1%	-2.7%
Cc1cc(C)n2nc(C)[n+](C)c2n1	-2%	i	0.4	-3%	-17%	0%	-10%	-6%	-1.1%	6.2%
O=P(NS(=O)(=O)c1ccc(Cl)cc1)(Oc1ccccc1)Oc1ccccc1	8%	i	7.3	-1%	-40%	-9%	17%	1%	16%	-5.9%

This part in full (from the top)
SMILES	SIAH1 antagonists	Myeloid diff 2	Myeloid diff 2 GFP+ MAC1+ %	LYP inhibition	NOD1 inhibition	PhoP inhibition	KOR beta-arrestin-1	HEK293 NOD2/NF-kB	HIV fusion peptide	KOR beta-arrestin-2
O=c1[nH]c(=S)n(C2CC2)c(O)c1C=NCCc1ccccc1	4%	nt	nt	-1%	-9%	-12%	14%	-4%	3.2%	3.9%
O=c1c2ccccc2nc(-c2ccco2)n1-c1ccccc1	-4%	i	0.3	-9%	36%	-8%	-5%	13%	-0.7%	-1.0%
COC(=O)C(C)NC(=S)N1CC2C[C@@H](C1)Cn1c2cccc1=O (some centres undefined)	3%	i	0.2	-10%	-10%	nt	-7%	15%	1.1%	-2.7%
Cc1cc(C)n2nc(C)[n+](C)c2n1	-2%	i	0.4	-3%	-17%	0%	-10%	-6%	-1.1%	6.2%
O=P(NS(=O)(=O)c1ccc(Cl)cc1)(Oc1ccccc1)Oc1ccccc1	8%	i	7.3	-1%	-40%	-9%	17%	1%	16%	-5.9%
COCCNC(=O)Cn1cc(/C=C2\C(=O)NC(=O)N(c3ccccc3F)C2=O)c2ccccc21	8%	i	0.6	-4%	-11%	-39%	-5%	2%	159%	-0.8%
Cc1cc(N2C(=O)CC(N3CCC(n4c(=O)[nH]c5ccccc54)CC3)C2=O)no1 (centres undefined)	-3%	i	0.2	-1%	10%	-13%	nt	1%	-0.3%	nt
CC(C)C12CN3CCN(CC(C3)/C1=N\O)C2	-7%	i	7.7	-8%	-35%	1%	10%	6%	-2.4%	-1.0%
O=[N+]([O-])c1ccc(N2CCCC2)c(F)c1Br	-2%	i	0.8	3%	-54%	0%	nt	-2%	2.0%	7.2%
O=[N+]([O-])c1ccc(N2CCCCCC2)c2ncccc12	-1%	i	0.2	-4%	5%	1%	-8%[20 µM]	25%	-3.0%	nt
CC1CCc2nc(NC(=O)CSc3nc4ccccc4o3)sc2C1 (centres undefined)	-3%	i	0.8	2%	5.8µM*	5%	-4%	nt	-2.8%	-2.4%
C=CCn1c(O)c(C(CC)=NCCN2CCN(C(=S)NC)CC2)c(=O)[nH]c1=O	2%	i	0.2	-6%	3%	-7%	5%	20%	-1.3%	0.0%
CN(C)C(=O)Oc1ccc2ccccc2c1Cl	-3%	i	0.4	-3%	-70%	-6%	-9%	0%	5.9%	8.3%
COc1cccc(C(=O)C2CN(C)CC2c2ccc(Cl)cc2)c1 (centres undefined)	4%	i	0.3	-8%	-33%	-3%	-31%[20 µM]	12%	-0.6%	-6.2%
O=C(N/N=C/c1c(O)n(CCC2=CCCCC2)c(=O)[nH]c1=O)c1ccccc1	-9%	i	0.3	1%	-17%	-17%	-6%	10%	62%	7.2%
CCCCOCCCn1c(N)c(C(=O)OC(C)COC)c2nc3ccccc3nc21 (centres undefined)	-9%	i	0.7	-17%	-12%	0%	-4%	16%	-0.7%	-5.3%
Cc1ccc(N2C(=O)NC(=O)/C(=C/c3cnc(-c4ccccc4)nc3)C2=O)cc1C	-1%	i	0.3	6%	-27%	-14%	-48%	13%	24%	0.1%
CC(C)Nc1nc(Cl)nc(NC(C)C)n1	-5%	i	0.1	-8%	0%	-1%	8%	9%	-1.4%	-2.0%
COc1ccc(/C=C/C2=CCN(C)CC2)cc1	-5%	i	0.5	-7%	-32%	-6%	15%	-24%	0.1%	1.2%
COc1ccc(C(CNC(=O)Cc2ccc(Cl)c(Cl)c2)N2CCCCC2)cc1 (centres undefined)	-1%	i	1.7	-6%	-8%	4%	22%	6%	-0.7%	-2.4%
Cn1c(O)c(C(=Nc2ccc(F)cc2)c2ccccc2Cl)c(=O)n(C)c1=O	14%	i	0.3	-5%	-7%	-13%	-14%	8%	1.5%	2.1%
CN1CCC(N(C)c2nc(-c3ccc([N+](=O)[O-])cc3)nc3ccccc23)CC1	-4%	i	0.6	-5%	-26%	-9%	nt	3%	-1.3%	nt
Brc1ccc(C2N3CCCN23)cc1 (centres undefined)	5%	i	0.2	-1%	-29%	-3%	nt	15%	1.9%	0.9%
Clc1ccc(N2CCN(Cc3ccccc3Cl)CC2)cc1	3%	i	12	-6%	-4%	3%	-35%	-4%	0.1%	-1.2%
CCOC(=O)c1c(C=O)c2ccccc2n1Cc1ccccc1	0%	i	0.2	-4%	2%	-2%	-5%	13%	2.3%	4.9%
O=C(O)c1cccc2c1NC(c1cccc([N+](=O)[O-])c1)C1CC(Sc3ccccc3[N+](=O)[O-])C(Cl)C21 (centres undefined)	53%	nt	nt	10%	-36%	9%	-9%[20 µM]	11%	13µM*	nt
C/C(=N/OC(=O)N(C)C)c1ncc(C(F)(F)F)cc1N1CCOCC1	-6%	i	0.8	-7%	-9%	6%	8%	-7%	-1.4%	6.7%
Cc1c(OC(=O)N(C)C)ccc2c1O/C(=C\c1ccco1)C2=O	-6%	i	0.7	-3%	-5%	-1%	-26%	-14%	19%	2.1%
Clc1ccc2c(c1)C(c1ccccc1Cl)=NCc1nncn1-2	2%	i	1.5	0%	-40%	1%	-7%	-2%	-0.6%	-0.9%
CN1C(=O)N(C)C(=O)C(CCc2ccncc2)(Cc2ccc3c(c2)OCO3)C1=O	8%	i	5.3	-4%	-27%	-4%	-12%	7%	-1.8%	4.3%
Cc1cc(C)cc(NC(=O)CCNC(=O)N2C[C@H]3C[C@@H](C2)c2cccc(=O)n2C3)c1	3%	i	2.5	-5%	4%	-5%	-2%[20 µM]	1%	1.8%	0.2%
O=C(Nc1cccc(Cl)c1)c1c(O)c2c(n(Cc3ccco3)c1=O)CCCC2	-4%	nt	nt	-8%	16%	nt	-26%	12%	29%	14%
O=C(CCC(=O)N1CCC2(CC1)OCCO2)Nc1nnc(C(F)(F)F)s1	3%	i	7.5	-3%	-5%	16%	18%	8%	0.3%	0.7%
CCOc1ccc(NC(=O)CCNC(=O)N2C[C@H]3C[C@@H](C2)c2cccc(=O)n2C3)cc1	-2%	i	2.6	-8%	1%	-3%	-5%[20 µM]	6%	2.4%	-5.6%
CC(C)n1c(=O)c(C=Nc2ccc(Cl)cc2)c(O)n(Cc2ccco2)c1=O	24%	nt	nt	17%	-23%	5%	-41%	-14%	53%	-3.9%
CCc1nn(CC(=O)N2CCC3(CC2)OCCO3)c(=O)c2cc3ccccc3n12	0%	i	0.9	-8%	0%	-3%	8%	6%	-0.3%	-4.7%
COc1cc(OC)c(C=O)c(OC(=O)N(C)C)c1	4%	i	0.3	-2%	-49%	-5%	-11%	-5%	0.7%	-1.9%
Cc1ccc(C(c2nnnn2Cc2ccccc2)N2CC=C(c3ccc(F)cc3)CC2)cc1 (centres undefined)	-4%	i	1.7	2%	29%	19%	12%	0%	5.5%	-0.7%
CCCc1nc(SCC(=O)N2CCC(Cc3ccccc3)CC2)c2c(=O)n(C)c(=O)n(C)c2n1	5%	+	33*	12%	5.5µM*	4%	-40%	nt	-4.8%	5.2%
COc1ccc(CN2CCN(c3ccccc3F)CC2)cc1O	8%	i	1.0	-11%	6%	14%	-18%	7%	-1.7%	0.2%

Single entries from the entries so far.
Clc1ccc(N2CCN(Cc3ccccc3Cl)CC2)cc1 in PhoP inhibition: 3%
Cc1c(OC(=O)N(C)C)ccc2c1O/C(=C\c1ccco1)C2=O in SIAH1 antagonists: -6%

Following part.
SMILES	SIAH1 antagonists	Myeloid diff 2	Myeloid diff 2 GFP+ MAC1+ %	LYP inhibition	NOD1 inhibition	PhoP inhibition	KOR beta-arrestin-1	HEK293 NOD2/NF-kB	HIV fusion peptide	KOR beta-arrestin-2
CCN(CC)c1ccc(N=Cc2c(O)n(-c3ccccc3)c(=O)[nH]c2=O)cc1	-4%	i	0.3	-3%	7%	-7%	-17%	-6%	0.5%	-3.4%
O=C(Nc1nccs1)c1c(O)c2c(n(Cc3ccco3)c1=O)CCCC2	-2%	i	0.9	8%	-5%	0%	11%	17%	5.7%	2.0%
Cc1cccc(N2C(=O)NC(=O)C3(Cc4cc(C)ccc4N(C)C3)C2=O)c1 (centres undefined)	-2%	i	1.0	-11%	11%	5%	-5%	9%	0.5%	1.2%
COCCOC(=O)c1c(N)n(Cc2ccc(OC)cc2)c2nc3ccccc3nc12	1%	i	1.1	-16%	-14%	3%	21%	3%	-0.9%	-1.3%
CC12CC(c3ccccc3O1)C(C(=O)OCc1ccccc1)C(=O)N2 (centres undefined)	1%	?	nt	-4%	-33%	-10%	15%	1%	0.6%	3.9%
Cc1ccc2c(c1)cc1c(=O)n(CC(=O)N3CCC4(CC3)OCCO4)nc(C)n12	4%	i	3.3	-7%	-17%	0%	-9%	8%	-0.9%	-5.3%
Cc1ccsc1C(=O)C1CCCN(Cc2cnc(N(C)C)s2)C1 (centres undefined)	0%	nt	nt	2%	-26%	7%	-4%[20 µM]	12%	0.6%	nt
NNC(=O)c1ccc(Cl)cc1	5%	i	1.0	1%	-16%	-9%	35%	5%	1.7%	-1.8%
Fc1ccc(C(OCCN2CCCC2)c2ccc(F)cc2)cc1	3%	i	1.0	0%	-17%	-9%	4%	16%	-0.2%	-0.4%
C[C@H]1OC[C@@H](C[N+](C)(C)C)O1	-6%	i	2.7	-8%	-8%	5%	-69%	19%	-3.3%	-1.7%
CC(=O)c1ccccc1NC(=O)C1C2CCC(O2)C1C(=O)O (centres undefined)	0%	nt	nt	-4%	4%	7%	-6%	2%	0.0%	-2.7%
CCCCCCC(N)CC(=O)O (centres undefined)	1%	i	1.5	-3%	-11%	6%	38%	8%	1.8%	-4.8%
CC(=NCCO)c1c(O)n(C2CCCCC2)c(=O)[nH]c1=O	0%	i	0.8	-10%	-18%	-2%	10%	-13%	-3.6%	3.5%

Only part of the results is shown, so the mix of outcomes need not match the whole.
